# HEK293 NOD2/NF-kB = NOD2 signaling inhibitors, cell-based, luminescence, uHTS, HEK293 (AID 1566). inhibition, % at 4 µM; hits with a dose series show EC50 in µM. hit rate 0.63% among 290,000. HEK293 NOD2/NF-kB luciferase reporter, luminescence; higher % means a stronger effect; further: many of its hits are not listed in these tables
# human PMI inhibitors = human PMI inhibitors, high substrate, primary screen, biochemical, fluorescence intensity, high mannose 6-phosphate (AID 1220) | hit rate 0.66% among 190,000 | one-dose inhibition, % at 20 µM; IC50 in µM for titrated hits | Mannose-6-phosphate isomerase (Homo sapiens) | recombinant PMI enzyme, coupled fluorescence intensity; higher % means a stronger effect
# NOD1 NF-kB reporter = NOD1 signaling inhibitors, primary screen, cell-based, luminescence, uHTS (AID 1578); NOD1-driven NF-kB luciferase reporter cells, luminescence; higher % means a stronger effect; hit rate 1% among 290,000; inhibition, % at 4 µM; hits with a dose series show EC50 in µM; in the data active means inhibition mostly above about 36%, no sharp cut-off; inactive means mostly below about 34%;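 further: HEK-293T reporter cells stimulated with the NOD1 agonist gamma-tri-DAP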
# PMI inhibitors = inhibitors of human PMI, primary screen, biochemical, fluorescence intensity, coupled assay (AID 1209) | inhibition, % at 20 µM, or IC50 in µM where a hit was titrated | Mannose-6-phosphate isomerase (Homo sapiens) | hit rate 0.42% among 190,000 | purified PMI enzyme, coupled fluorescence intensity; higher % means a stronger effect;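 further: plate controls were DMSO vehicle for no effect and wells lacking substrate for full effect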
# KOR beta-arrestin-1 = KOR antagonists, beta-arrestin recruitment, cell-based, luminescence, uHTS (AID 1778). Kappa-type opioid receptor (Homo sapiens). KOR beta-arrestin recruitment, luminescence, antagonist mode; higher % means a stronger effect. inhibition, % at 10 µM, or IC50 in µM where a hit was titrated. hit rate 0.091% among 290,000; further: strong numbers were not always called active
# LYP phosphatase = inhibitors of LYP phosphatase, biochemical, fluorescence intensity, uHTS (AID 1779) | recombinant LYP phosphatase, fluorescence intensity; higher % means a stronger effect | inhibition, % at 11.5 µM; hits with a dose series show IC50 in µM | hit rate 0.054% among 290,000;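 further: plate controls were vehicle with enzyme for no effect and no enzyme for full effect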
# TNAP activators = human TNAP enzyme activators, primary screen, biochemical, luminescent, no phosphate acceptor, uHTS (AID 1001); purified TNAP, luminescent activation assay, no phosphate acceptor; higher activation fold means a stronger effect; activation fold at 20 µM, or EC50 in µM where a hit was titrated; hit rate 0.03% among 200,000; in the data active means activation fold from about 3, or a potency from the dose series; inactive means the rest, 99 in 100 with activation fold below about 1.6; further: many of its hits are not listed in these tables
# KOR beta-arrestin-2 = KOR agonists, beta-arrestin recruitment, primary screen, cell-based, luminescence, uHTS (AID 1777) | Kappa-type opioid receptor (Homo sapiens) | KOR beta-arrestin recruitment, luminescence; higher % means a stronger effect | activation, % at 10 µM, or EC50 in µM where a hit was titrated | hit rate 0.02% among 280,000; in the data active means activation above about 50%, passing the limit was not always enough; further: a part of the inactive calls stands beside numbers as strong as those of hits
# XIAP antagonists = XIAP antagonists, biochemical, IAP family, fluorescence polarization (AID 1018) | one-dose displacement, % at 20 µM; IC50 in µM for titrated hits | E3 ubiquitin-protein ligase XIAP (Homo sapiens) | hit rate 0.007% among 200,000 | XIAP BIR domain, fluorescence polarization peptide displacement; higher % means a stronger effect; in the data active means displacement above about 50%; further: a part of the inactive calls stands beside numbers as strong as those of hits
# An asterisk follows results filed as active; i = inactive; nt = no result given; [ ] = remark or other dose. Unless noted, no stated cut-off is given here; in the data, active means inhibition above about 50%; inactive means the rest. Some of the compounds tested (hit frequency here may not be typical).
molecule,HEK293 NOD2/NF-kB,human PMI inhibitors,NOD1 NF-kB reporter,PMI inhibitors,KOR beta-arrestin-1,LYP phosphatase,TNAP activators,KOR beta-arrestin-2,XIAP antagonists
O=C(/C=C/c1ccccc1[N+](=O)[O-])NCCN1C(=O)S/C(=C\c2ccc(F)cc2)C1=O,-74.6%,3.1%,-29.5%,-7.6%,i,-1.4%,1,72.1%,-5.3%
Cc1cccc(CC(=O)N2CCOCC2)c1,8.3%,nt,-28.1%,nt,2.5%,-5.2%,nt,-0.1%,nt
N#CCCSCc1ccc2oc(C(=O)O)cc2c1,-5.8%,3.9%,3.8%,10.1%,-15.9%,-3.2%,1.1,3.6%,-7.2%
COc1ccc(N2CCN(CCNC(=O)Nc3ccc(C)c(Cl)c3)CC2)cc1,0.0%,nt,-5.5%,nt,0.9%,-9.5%,nt,-0.8%,nt
CCCN(Cc1ccco1)S(=O)(=O)c1ccc(OC)c(OC)c1,7.7%,nt,-5.1%,nt,10.1%,-3.0%,nt,-3.1%,nt
S=c1[nH]nc(-c2ccc(Cl)cc2)n1CCCN1CCOCC1,9.3%,-3.8%,-20.4%,0.0%,17.8%,-5.5%,0.9,-2.0%,-5.7%
COc1ccc(N(C(=O)c2cccnc2)S(=O)(=O)c2ccccc2)cc1,11.0%,9.9%,6.8%,11.8%,8.8%,-5.7%,1,0.1%,-3.7%
N#CC1=C(SCC(=O)NC2CCCCC2)NC(=O)CC1c1ccco1 (stereo not given),-5.2%,-2.0%,6.1%,1.7%,-5.6%,-3.9%,1,2.5%,-0.1%
COC(=O)Cc1ccc(NC(=S)NCc2ccco2)cc1,0.6%,-2.4%,-24.7%,-1.4%,-0.6%,-6.8%,1.2,-4.8%,-0.2%
CC(C)N(C(=S)NCc1ccccc1)c1ccccc1,6.0%,-4.7%,1.9%,2.5%,-72.2%,-4.6%,1.1,10.1%,-10.5%
CC1(C)CC2(CC(c3ccccc3)c3ccc(O)cc3O2)NC(=S)N1 (stereo not given),5.1%,0.9%,-34.0%,-4.8%,-31.1%,-5.2%,1,1.0%,-6.4%
Cc1ccc(/C=N/Nc2ccc(Cl)nn2)cc1,-74.7%,nt,-10.2%,nt,10.1%,-4.9%,nt,0.7%,nt
O=C(O)CCCN1C(=O)/C(=C\c2ccco2)SC1=S,32.2%,60.3%*,-3.5%,30.1%,-14.5%,-5.2%,0.9,1.7%,-2.0%
CC(=O)c1ccc(NC(=S)Nc2cccc3cnccc23)cc1,5.6%,nt,-2.0%,nt,-27.4%,-5.8%,nt,0.6%,nt
COc1ccc(Br)cc1-c1nc(CCl)cs1,2.0%,-94.0%,17.1%,-46.7%,20.0%[20 µM],-3.3%,1.1,0.4%,-5.1%
O=C(NNC(=S)NC(=O)c1cccc([N+](=O)[O-])c1)c1ccc(O)cc1,8.1%,nt,-12.9%,nt,-17.1%,3.2%,nt,-3.0%,nt
Cc1ccc(Nc2nc(C3CC3)cs2)cc1,-87.3%,1.2%,-31.2%,13.3%,6.0%,-3.5%,0.9,-0.5%,-0.8%
COc1cccc(OCc2cc(C(=O)NC3CCOCC3)no2)c1,-36.4%,nt,-46.6%,nt,5.7%,0.3%,nt,6.8%,nt
COc1ccc(-c2c(=O)n(OCc3ccccc3[N+](=O)[O-])c3ccccc3[n+]2[O-])c(OC)c1,13.5%,1.3%,-22.4%,0.8%,25.3%,-1.0%,1.1,-2.6%,-1.9%
CC1CCN(C(=O)C(=O)Nc2sc3c(c2C(=O)O)CC(C)(C)OC3)CC1,16.2%,nt,-5.7%,nt,-13.0%,-8.2%,nt,5.5%,nt
Oc1c(C(c2ccccc2)N2CCN(Cc3ccccc3)CC2)sc2ncnn12 (stereo not given),7.1%,1.4%,-0.7%,5.6%,7.1%,-7.6%,1.1,1.2%,-1.9%
Cc1cc(C)cc(-n2c(C)cc(C(=O)CSc3nnnn3C)c2C)c1,4.8%,-2.3%,-31.4%,-1.1%,7.5%,0.4%,1.2,-6.1%,1.8%
COCCn1c(SCC(=O)N2CCc3ccccc3C2)nc2cc(Cl)ccc2c1=O,nt,2.2%,nt,0.2%,-34.4%,0.8%,1,-1.3%,-2.5%
CCOc1ccc(C(=O)Nc2nnc(S(=O)(=O)Nc3ccccc3C)s2)cc1,-1.5%,nt,-17.1%,nt,17.7%[20 µM],-9.5%,nt,-8.5%,nt
COc1ccc2c(c1)c(C(=O)N/N=C/c1ccc(O)c(O)c1)c(C)n2C,11.3%,13.9%,11.6%,42.4%,-2.0%,-1.9%,0.4,7.5%,-0.8%
Cn1c(=O)[nH]c2cc(Cl)cnc21,-2.4%,13.2%,-2.4%,-0.3%,-1.0%,-8.0%,0.5,24.5%,4.2%
Cc1ccccc1CCN(CC(=O)NCc1ccc(F)cc1)C(=O)c1csnn1,15.9%,nt,-33.7%,nt,16.5%,-7.6%,nt,-0.8%,nt
Cc1cc(C)c(S(=O)(=O)N(C)CC(=O)N2CCCCC2)c(C)c1,-3.2%,6.9%,-2.4%,12.6%,6.8%,-4.8%,1,9.9%,-0.5%
Cc1ccc(C(=O)N/C(=C\c2ccc(-c3cccc([N+](=O)[O-])c3)o2)C(=O)NCCCN(C)C)cc1,-1.9%,nt,20.8%,nt,16.2%,-8.1%,nt,4.0%,nt
Cc1cccn2c(=O)c3cc(C(=O)NC4CCS(=O)(=O)C4)sc3nc12 (stereo not given),-4.7%,6.4%,-7.7%,-1.0%,20.1%,-8.3%,1.1,-7.4%,0.4%
O=c1c2ccccc2ncn1-c1ccc([N+](=O)[O-])cc1[N+](=O)[O-],23.3%,nt,-10.0%,nt,-9.6%,-8.1%,nt,1.5%,nt
Nc1cccnc1Oc1ccc(F)cc1,18.6%,nt,-13.2%,nt,6.7%,-1.7%,nt,4.4%,nt
Cc1cc(NC(=O)COc2c(C)cccc2C)no1,0.0%,0.4%,-22.2%,12.3%,3.8%,-9.3%,1,-4.7%,-5.3%
CNCCCOc1ccc2c(c1)CCC2,-44.7%,-10.5%,-47.1%,-0.7%,-2.9%[20 µM],1.2%,1.1,nt,-0.7%
CCCOc1ccc(C(=O)CCC(=O)NNC(=O)c2ccncc2)cc1,7.4%,nt,-15.8%,nt,37.3%,-5.6%,nt,-4.3%,nt
CCCCOC(=O)C1[C@H]2C(=O)N(Cc3cccs3)C[C@]23C=C[C@H]1O3 (stereo not given in full),-9.4%,-1.2%,-0.4%,7.2%,nt,1.4%,1.1,-3.9%,-3.6%
Cc1[nH]n(-c2c(Cl)cc(Cl)cc2Cl)c(=O)c1C=Nc1ccc(S(=O)(=O)N2CCOCC2)cc1,4.9%,-8.4%,-22.9%,-5.7%,14.4%,-8.6%,1,2.0%,-3.6%
CCOC(=O)Cc1csc(NC(=O)CSc2nnc(-c3cccnc3)n2Cc2ccco2)n1,11.5%,-8.5%,26.1%,-6.3%,-14.2%,-8.3%,1.1,15.9%,-9.5%
O=C(CC(=O)N/N=C/c1ccc(C(=O)O)cc1)NCCc1ccccc1,4.4%,nt,-16.2%,nt,-14.3%,-7.7%,nt,3.8%,nt
O=C(c1cc(-c2ccco2)nc2ccccc12)N1CCN(c2ccc(F)cc2)CC1,-41.7%,-14.1%,37.4%,-20.5%,14.7%,3.8%,0.9,8.0%,-10.5%
Cn1c(=O)c2c(nc(NCCCN3CCOCC3)n2Cc2cccc(Cl)c2)n(C)c1=O,22.4%,6.8%,8.9%,-1.5%,21.4%,-6.1%,1,12.8%,1.7%
FC(F)(F)c1ccc(-n2ccnc2)nc1,2.6%,-7.6%,2.0%,-7.3%,18.7%,-12.0%,1.1,-6.3%,0.9%
Cc1nc2c(-c3ccc(F)cc3)c(C)[nH]n2c(=O)c1Cl,19.6%,nt,4.8%,nt,-46.1%[20 µM],-13.7%,nt,0.2%,nt
COc1ccc(/C=C/C(=O)Nc2nc(C)c(C(=O)N(C)C)s2)cc1OC,7.8%,3.0%,-14.6%,8.6%,15.7%,-4.4%,1.2,1.5%,-2.1%
COc1cc(/C=C2\SC(=S)N(Nc3ncc(C(F)(F)F)cc3Cl)C2=O)cc(OC)c1OC,7.7%,19.0%,-9.4%,22.4%,-28.2%,8.2%,1.1,-2.6%,-20.4%
CC1Cc2nc(SCC(=O)N3CCc4ccccc43)n(C)c(=O)c2S1 (stereo not given),19.8%,2.6%,8.7%,7.4%,22.0%,-0.1%,1,-2.4%,-5.6%
Cn1c(=O)cc(OCCCC(=O)NCc2ccco2)c2ccccc21,-3.6%,9.5%,nt,16.3%,11.8%,-3.3%,1.1,0.7%,-4.8%
COCCn1c(N)c(N(Cc2ccccc2)C(=O)C2=COCCO2)c(=O)[nH]c1=O,9.9%,nt,1.6%,nt,32.8%,-10.0%,nt,-3.8%,nt
CC(C)(C)c1cc(C(=O)N/N=C/c2ccncc2)n[nH]1,6.6%,nt,-5.4%,nt,23.7%,-6.9%,nt,0.9%,nt
CN(Cc1ccccc1)Cc1nc2c([nH]1)c(=O)n(C)c(=O)n2C,11.7%,-2.8%,-0.5%,-7.4%,8.2%,-7.4%,1.1,-2.7%,-2.4%
COc1ccc(NC(=O)c2cc(-c3ccc(OC)c(OC)c3)nc3ccccc23)c(OC)c1,7.4%,nt,40.7%,nt,-23.3%,1.8%,nt,-2.4%,nt
O=C(CN1CCN(S(=O)(=O)c2ccccc2)CC1)Nc1ccc([N+](=O)[O-])cc1,-35.7%,7.4%,-15.2%,-2.8%,-16.5%,3.5%,1.1,4.7%,-3.5%
C#CCOc1ccc(/C=C2/C(=O)ON=C2C)cc1OCC,-7.6%,nt,-2.4%,nt,-57.2%,-7.8%,nt,2.2%,nt
O=C(O)CCCNC(=O)/C(=C\C=C\c1ccccc1)NC(=O)c1ccccc1Cl,1.8%,nt,-8.3%,nt,-27.3%[20 µM],2.7%,1.1,nt,-5.4%
CCCCCC(=O)N1CCN(CCN=CC2=C(O)CC(c3ccc(OC)cc3)CC2=O)CC1 (stereo not given),5.0%,-7.8%,-8.2%,-7.8%,5.1%,2.4%,1,-3.6%,-4.2%
O=C(c1cccc(NC2=NC3CS(=O)(=O)CC3S2)c1)N1CCN(c2cccc(Cl)c2)CC1 (stereo not given),4.3%,nt,-22.1%,nt,22.8%[20 µM],1.7%,nt,2.9%,nt
Cc1cccc(N(Cc2ccc(Cl)cc2)S(C)(=O)=O)c1,-7.5%,4.2%,-32.3%,1.6%,-14.8%,4.4%,1.1,2.5%,-4.5%
O=C(CCS(=O)(=O)Cc1ccccc1F)NCc1ccccc1Cl,-14.1%,1.5%,-49.0%,5.7%,-19.7%,-6.4%,1.1,-1.6%,-2.9%
